EPAC2 antag = qHTS for Antagonist of cAMP-regulated guanine nucleotide exchange factor 2 (EPAC2): primary screen; EPAC2 GEF exchange of Rap1B-BODIPY-GDP, fluorescence; Potency, µM (doses to about 114 µM), without a hit: at the top dose activity, negative = inhibition, usual class: inhibitors; hit rate 0.18% among 360,000; note: % is set by controls: 0 for no effect and ±100 for the full control effect; nearly all actives have a fitted effect of over 45% in size; many of its hits are not listed in these tables
Target sequence (Q8WZA2 whole entry, looked up): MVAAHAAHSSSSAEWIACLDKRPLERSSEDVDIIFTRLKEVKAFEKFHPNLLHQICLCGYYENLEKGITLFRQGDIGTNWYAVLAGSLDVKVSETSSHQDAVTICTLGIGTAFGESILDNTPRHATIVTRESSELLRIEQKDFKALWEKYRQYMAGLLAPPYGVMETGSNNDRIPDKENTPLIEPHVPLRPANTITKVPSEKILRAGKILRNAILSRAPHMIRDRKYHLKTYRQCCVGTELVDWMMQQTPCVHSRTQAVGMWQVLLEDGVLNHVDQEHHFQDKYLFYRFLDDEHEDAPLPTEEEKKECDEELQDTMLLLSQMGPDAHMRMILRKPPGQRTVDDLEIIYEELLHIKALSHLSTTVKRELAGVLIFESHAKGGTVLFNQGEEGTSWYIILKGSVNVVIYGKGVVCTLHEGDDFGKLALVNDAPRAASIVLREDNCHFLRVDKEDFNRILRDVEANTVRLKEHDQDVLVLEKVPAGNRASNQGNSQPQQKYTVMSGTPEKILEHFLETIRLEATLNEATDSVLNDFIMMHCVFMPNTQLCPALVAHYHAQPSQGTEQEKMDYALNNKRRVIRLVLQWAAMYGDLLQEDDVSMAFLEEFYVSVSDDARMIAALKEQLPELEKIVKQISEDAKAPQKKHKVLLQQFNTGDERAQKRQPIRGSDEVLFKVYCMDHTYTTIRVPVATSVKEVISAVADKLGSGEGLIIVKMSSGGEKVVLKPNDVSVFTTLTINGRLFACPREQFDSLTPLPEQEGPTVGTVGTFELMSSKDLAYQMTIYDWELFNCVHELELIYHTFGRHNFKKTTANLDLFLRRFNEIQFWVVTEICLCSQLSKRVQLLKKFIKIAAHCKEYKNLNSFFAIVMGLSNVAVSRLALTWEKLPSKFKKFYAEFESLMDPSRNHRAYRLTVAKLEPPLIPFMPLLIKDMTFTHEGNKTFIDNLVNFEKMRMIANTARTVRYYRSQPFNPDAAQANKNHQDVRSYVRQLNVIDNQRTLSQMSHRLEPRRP
A549 viability = Nrf2 qHTS screen for inhibitors: counterscreen for cytotoxicity; A549 ARE-Fluc cells, CellTiter-Fluor viability, 18-24 h; Potency, µM (series often up to 46 µM), without a hit: at the top dose activity change, negative = cytotoxicity, most hits filed as inhibitors; hit rate 0.16% among 390,000; AID 504648, 2011; note: % is set by controls: 0 for no effect and ±100 for the full control effect
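Cytotoxicity counterscreen: CellTiter-Fluor fluorescence was measured in A549 ARE_Fluc cells after 18-24 h of compound exposure in a concentration series. The subsequent BugLite luminescent read reports ARE-luciferase activity.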
Nrf2 ARE act = qHTS of Nrf2 Activators. hit rate 0.31% among 410,000. AREc32 ARE-luciferase reporter (MCF7-derived line), luminescence, 24 h. Potency, µM (titrated, usually from 46.1 µM), for inactives: at the highest dose activation, hits mostly activators; note: % of control where 0% means no effect; nearly all actives have a fitted effect of over 65% in size
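Reporter line AREc32 (ARE-Fluc), seeded overnight in OPTI-MEM with 5% FBS; compound pin-transferred, 24 hr at 37 deg C, 5% CO2; luminescent read-out.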
TGFb inhibitor = qHTS for Inhibitors of TGF-b; HepG2 CAGA-GFP TGF-b/SMAD3 reporter, GFP fluorescence, 18 h; TGF-beta stimulated, 500 pg/mL final; Potency, µM (titrated, usually from 46.1 µM), inactives show at the highest dose activity, negative = inhibition, most hits filed as inhibitors; hit rate 1.2% among 410,000; note: % is set by controls: 0 for no effect and ±100 for the full control effect; nearly all actives have a fitted effect of over 65% in size
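Cell-based qHTS in HEPG2 carrying a CAGA-GFP Smad reporter; compounds added before 500 pg/mL final TGF-beta, 18 h incubation at 37 degrees C, GFP fluorescence quantified per cell by imaging cytometry.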
ATXN viability = Viability Counterscreen for Primary qHTS for Inhibitors of ATXN expression; Potency, µM (series often up to 56.7 µM), hits mostly cytotoxic; hit rate 0.49% among 400,000; S2 cells (HEK-293 line with an ATXN2-luciferase reporter) viability, CellTiter-Fluor protease fluorescence, 24 h; note: nearly all actives have a fitted effect of over 40% in size
ATXN2 expr inh = Primary qHTS for Inhibitors of ATXN expression | HEK-293 ATXN2-luciferase reporter, luminescence, 24 h | Potency, µM (highest dose often 57 µM), for the others: top-dose activity change, negative = inhibition, hits mostly inhibitors | hit rate 0.72% among 360,000; note: % is set by controls: 0 for no effect and ±100 for the full control effect; nearly all actives have a fitted effect of over 55% in size
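ATXN2-luciferase reporter cells (luciferase flanked by upstream and downstream ATXN2 gene portions) were treated 24 h at 37 °C with compounds at up to 57 uM. SteadyGlo luminescence gave expression; GF-AFC fluorescence gave viability.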
MCF10A rerep = A quantitative high throughput screen for small molecules that induce DNA re-replication in MCF 10a normal breast cells; MCF 10A DNA re-replication, Hoechst nuclear intensity, 48 h; Potency, µM (titrated, usually from 46.1 µM), without a hit: top-dose activity, positive = re-replication, actives largely listed as activators; hit rate 2.9% among 350,000; AID 624296, 2012; note: % of control where 0% means no effect; nearly all actives have a fitted effect of over 50% in size
HepG2 viability = qHTS for Inhibitors of TGF-b: Cytotox Counterscreen. HepG2 CAGA-GFP viability, ATP luminescence, 18 h. Potency, µM (titrated, usually from 46.1 µM), for inactives: at the top dose activity change, negative = cytotoxicity, usual class: cytotoxic. hit rate 0.76% among 410,000; note: some results filed as inactive show a strong effect at the top dose
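CellTiter-Glo luminescence gave cytotoxicity after 18 hours at 37 degrees C. The cells were HepG2 CAGA-GFP in 1% FBS DMEM, stimulated with 500 pg/mL TGF-beta after compound addition. %Activity was normalised to no-cell wells (complete cell-killing) and DMSO (no toxicity), and curves were fitted and classified.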
Nrf2 inh = Nrf2 qHTS screen for inhibitors; A549 ARE-Fluc reporter, luciferase luminescence, 18-24 h; Potency, µM (series often up to 46 µM), for the others: at the top dose activity change, negative = inhibition, usual class: inhibitors; hit rate 2.1% among 360,000; AID 504444, 2011; note: % is set by controls: 0 for no effect and ±100 for the full control effect; nearly all actives have a fitted effect of over 60% in size
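A549 ARE_Fluc cells (5000/well, 5% FBS OPTI-MEM) pre-incubated 2 h, then treated with compounds 18-24 h at 37C/5% CO2 in concentration-response. CellTiter-Fluor viability read first; BugLite luciferase luminescence after 15 min at room temperature gives Nrf2 activity.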
Starred values were filed as active, the others as inactive; i = inactive; u = inconclusive; x = not tested or not shown; [ ] = another dose, or the depositor's remark. Calls come from the whole dose curve; as a rule, active = well fitted curve in the direction sought with a large enough effect; inconclusive = small, poorly fitted or top-dose-only effect, or another doubt; inactive = no such curve, though single readings can be large; an effect the other way counts as inactive or inconclusive. Potency is the fitted concentration of half-maximal effect. An excerpt; rates above refer to the full screens.

SMILES	EPAC2 antag	A549 viability	Nrf2 ARE act	TGFb inhibitor	ATXN viability	ATXN2 expr inh	MCF10A rerep	HepG2 viability	Nrf2 inh
CCN1C(=O)CC(c2ccccc2)N(C2CCCC2)c2nc(Nc3ccc(C(=O)NC4CCN(C)CC4)cc3OC)ncc21 (configuration not stated)	4%	u	-5.6%	u	x	u	u	13µM*	2%
O=C(CN1CCN(S(=O)(=O)c2ccccc2)CC1)Nc1ccc2c(c1)OCO2	0%	1%	-0.7%	-5%	i	1%	0%	-18%	7%
COc1ccccc1N1CCN(C(=O)CN2C(=O)COc3ccc(S(=O)(=O)N4CCCCCC4)cc32)CC1	x	-8%	0.5%	u	u	-14%	x	-10%	7%
O=C(O)c1cc2c(s1)-c1ccccc1CC2	2%	2%	3.7%	19%	i	-8%	3%	-9%	-5%
COc1ccccc1NC(=O)C(NC(=O)c1ccc(C)cc1)c1ccccc1 (configuration not stated)	6%	12%	0.1%[9.22 µM]	-3%	i	-9%	-10%	-2%	9%
O=C(c1cccc(S(=O)(=O)N2CCOCC2)c1)N(Cc1ccco1)Cc1cccs1	-13%	4%	-0.2%	-6%	i	-18%	-5%	-8%	8%
COc1ccccc1Cc1nc2ccccc2nc1SCC(=O)Nc1c(C)cccc1C	x	4%	0.2%	-2%	i	14%	x	-3%	x
N=C1N(/N=C/c2ccccc2)C(=Nc2ccccc2)C(=S)N1c1ccccc1	0%	-4%	0.1%	0%	x	x	0%	1%	2%
COc1ccccc1NC(=O)c1cc2c(CO)cnc(C)c2oc1=Nc1cccc(C(N)=O)c1	6%	-2%	-1.0%	-13%	14µM*	x	u	-14%	-6%
Cc1cc(Cl)c(OCCCNC2CCCC2)c(Br)c1	1%	u	3.9%	u	i	-28%	21%	-52%	0%
CC(=O)NC1=NN(C(C)=O)C(c2sccc2C)S1 (configuration not stated)	-2%	1%	0.8%	3%	i	6%	11%	-18%	3%
O=C(Nc1nnc(SCc2ccc(F)cc2)s1)c1ccc2c(c1)C(=O)N(c1ccccc1Cl)C2=O	5%	3%	-0.4%	-2%	u	13%	0%	-11%	9%
COc1cccc(NC(=O)c2cnc(SC)nc2C)c1	9%	5%	-0.7%	1%	i	11%	1%	1%	6%
CCSc1nnc(NC(=O)C(NC(=O)c2ccc(Cl)cc2)C(C)C)s1 (configuration not stated)	-16%	-7%	0.3%	-14%	i	4%	2%	10%	-14%
COCCCC1CCN(C(=O)c2cc(COc3ccc(C)nc3)on2)CC1	15%	-12%	1.3%	10%	i	-14%	5%	9%	u
CCCCCCN1CCN(C2CN(Cc3cn(Cc4cccc(Cl)c4)nn3)S(=O)(=O)C2)CC1 (configuration not stated)	8%	x	10.0%	x	i	-33%	x	x	x
CCC[C@H]1CN(c2ccc(OC)cc2)C(=O)[C@@H]1CC(=O)NC	8%	x	-0.2%	-12%	i	4%	x	-2%	x
COc1ccc(C2CC(=O)Nc3n[nH]c(-c4ccccc4)c32)cc1OC (configuration not stated)	-1%	0%	2.2%	7%	u	5%	1%	-62%	0%
O=C(NNC(=O)c1nc(Cl)ccc1Cl)c1ccc(F)cc1	3%	1%	u	-1%	i	-8%	27%	-23%	3%
O=C(Cn1c(-c2cscn2)nc2ccccc21)Nc1ccccc1F	6%	0%	-0.1%	1%	u	3%	22%	7%	u
CCCc1nn2c(=O)cc(COC(=O)c3ccc(NC(=O)C4CCCCC4)cc3)nc2s1	x	5%	0.4%	5%	x	x	x	3%	x
O=C(COC(=O)C1=COCCO1)NC(=O)c1ccc(OC(F)F)cc1	12%	-4%	0.3%	9%	i	21%	u	-1%	-5%
O=C1OCCC1Sc1ncnc2sccc12 (configuration not stated)	0%	-4%	-0.2%	-4%	i	7%	-5%	2%	-9%
CN(CC(=O)N1CCCCC1)S(=O)(=O)c1cccc2cccnc12	3%	-2%	0.2%	u	i	4%	-3%	2%	11%

Results in HepG2 viability, TGFb inhibitor and Nrf2 inh, for some of the entries so far:
compound	HepG2 viability	TGFb inhibitor	Nrf2 inh
CCSc1nnc(NC(=O)C(NC(=O)c2ccc(Cl)cc2)C(C)C)s1 (configuration not stated)	10%	-14%	-14%
COCCCC1CCN(C(=O)c2cc(COc3ccc(C)nc3)on2)CC1	9%	10%	u

Other structures follow:
SMILES	EPAC2 antag	A549 viability	Nrf2 ARE act	TGFb inhibitor	ATXN viability	ATXN2 expr inh	MCF10A rerep	HepG2 viability	Nrf2 inh
O=C(c1ccccn1)N1CCN(c2cccc(C(F)(F)F)c2)CC1	-3%	-7%	-0.3%	28%	u	x	-3%	6%	u
O=C(CSc1ccc2nnc(-c3ccccn3)n2n1)N1CCOCC1	7%	-5%	0.2%	9%	i	0%	0%	-94%	9%
NC(=O)Cc1nc(-c2ccc(Br)cc2)cs1	13%	2%	3.2%	-2%	i	5%	7%	5%	11%
COCCNC(=O)COc1ccccc1C	4%	11%	-0.3%	9%	i	-5%	-12%	-2%	x
C=CCOCCN(CCOCC=C)C1=NS(=O)(=O)c2ccccc21	6%	0%	5.4%	-1%	i	x	5%	4%	-6%
Cc1cccc(N(C(=O)c2snc(C(N)=O)c2N)C(C)C(=O)NCC2CCCO2)c1 (configuration not stated)	-6%	0%	-0.5%	3%	i	-12%	1%	-7%	-13%
CN(C)/N=C/c1cc([N+](=O)[O-])ccc1O	8%	3%	3.1%	-17%	i	-16%	8%	-37%	u
O=C(NCc1ccccc1)c1c[nH]c2ccccc2c1=O	-8%	3%	-0.3%	21%	x	x	-8%	1%	-11%
CC1CCCCN1C(=O)CCNS(=O)(=O)c1ccc2c(c1)c(=O)n(C)c(=O)n2C (configuration not stated)	0%	0%	-0.9%	5%	i	1%	-3%	2%	4%
O=C(Nc1nonc1-c1ccc(F)cc1)c1ccco1	-2%	9%	4.0%	-5%	i	x	-4%	-9%	4%
Nc1cc(Cl)ccc1CN1C(=O)c2ccccc2C1=O	-6%	x	u	-6%	i	91%[activator]	x	-13%	x
CCOC(=O)c1cnc2ncnn2c1N	19%	-4%	-0.9%	-11%	i	x	3%	-2%	-2%
COc1cccc(NC(=O)CN2CCN(CC(=O)Nc3ccccc3Cl)CC2)c1	-4%	2%	2.1%	-20%	i	3%	3%	9%	-11%
O=C(CCCN1C(=O)/C(=C/c2cccs2)SC1=S)Nc1ccc(C(=O)O)cc1	2%	1%	-0.8%	10%	u	-2%	-1%	-52%	13%
COc1ccc(Cc2nnc(NC(=O)c3cc(OC)c(OC)c(OC)c3)s2)cc1OC	1%	0%	4.0%	-1%	i	2%	u	3%	u
CCCCNC(=O)N1CCN(c2ccnc3cc(Cl)ccc23)CC1	-17%	-4%	0.5%	-5%	i	-26%	-5%	-4%	10µM*
O=C(NC1CCCCC1)C(c1ccccn1)N(C(=O)c1csnn1)c1ccccc1 (configuration not stated)	-1%	0%	0.1%	2%	i	-6%	-6%	18%	-14%
CCCOc1ccc(CCC(=O)O)cc1	0%	-10%	-0.2%	12%	u	x	10%	10%	-6%
CCc1nn(CC(=O)N2CCN(c3cccc(C)c3C)CC2)c(=O)c2cc3occc3n12	x	7%	-0.2%	-8%	i	-2%	x	-15%	9%
Cc1ccc(-c2nc3c(Cl)cc(C(F)(F)F)cn3c2Cc2ccsc2)cc1	-20%	x	11%	x	i	11%	x	x	x
CSc1ccc(NC(=O)Nc2ccc(C(=O)NCC(=O)O)cc2)cc1	19%	2%	0.6%	0%	u	x	12%	0%	-9%
Cc1c(N2C(=O)SC(CC(=O)O)C2=O)c(=O)n(-c2ccccc2)n1C (configuration not stated)	-2%	-6%	0.1%	0%	i	4%	-1%	9%	5%
COc1ccc(-n2c(COc3ccc(Cl)cc3)nnc2SCc2ccc(C#N)cc2)cc1	-6%	-10%[1.84 µM]	4.7%	u	u	-23%	15%	-30%	u
Cc1ccc(-c2csc(NC(=O)c3ccc(S(=O)(=O)N4CCc5ccccc54)cc3)n2)cc1	6%	2%	0.3%	u	i	-13%	-4%	-24%	u
COc1ccc(NC(=O)c2ccc(S(=O)(=O)N3CCCC3)cc2)cc1OC	-3%	1%	0.6%	3%	i	6%	17%	8%	-13%
Cc1cccc(-n2c(N)cc(=O)nc2SCC(=O)Nc2ccccc2)c1	2%[57.1 µM]	3%	2.3%	-28%	i	9%	-9%	-22%	2%
CS(=O)(=O)N(CC(=O)Nc1cccc(Cl)c1Cl)c1ccccc1	11%	1%	-0.1%	9%	i	-16%	-176%[0.0737 µM]	1%	5%
CCOc1ccc(NC(=O)COC(=O)c2ccc(S(=O)(=O)N3CCOCC3)cc2)cc1	6%	-1%	-0.8%	-1%	i	x	-7%	1%	7%
O=C(NCc1cccc(Cl)c1)C1Cc2c(-c3ccc(Cl)cc3)ccnc2O1 (configuration not stated)	9%	x	5.4%	-7%	i	9%	x	-29%	x
O=C(Nc1cc(S(=O)(=O)N2CCOCC2)ccc1N1CCCC1)C1CC1	-1%	1%	-0.6%	1%	i	3%	-2%	0%	-7%
CC(=O)N1CCC(C(=O)NCCOc2ccc(C)cc2)CC1	4%	4%	-0.2%	-2%	i	6%	-1%	-14%	4%
c1ccc(CNc2ncnc3c2ncn3Cc2ccccc2)cc1	x	0%	x	-7%	x	x	x	-2%	-18%
Cc1cc(C(=O)N/N=C/c2cccc([N+](=O)[O-])c2)c2ccccc2n1	-2%	1%	u	11%	i	-13%	18%	6%	-20%
Cc1cc(C)n(C(=O)CCCn2cc([N+](=O)[O-])cn2)n1	2%	2%	-0.1%	15%	i	-20%	9%	-9%	3%
Cc1c(C=O)c2ccccc2n1CC(=O)NC(C)c1ccccc1 (configuration not stated)	-6%	-6%	3.5%	-9%	i	1%	u	4%	u
O=[N+]([O-])/C(C(Cl)=C(Cl)Cl)=C(\Sc1ccccc1)N1CCCCC1	-15%	13%	11µM*	-24%	u	x	3%	-19%	u
CC(Oc1ccc(Br)cc1)C(=O)NCc1ccccn1 (configuration not stated)	u	5%	0.3%	-1%	i	-1%	-5%	-11%	23%
